High-throughput results as filed in PubChem.
RGS4 inhibitor = Inhibitors of Regulator of G Protein Signaling (RGS) 4: qHTS; Potency, µM (titrated, usually from 114 µM), inactives show at the highest dose activity change, negative = inhibition, usual class: inhibitors; actives 0.039% (n = 390,000); AID 504845, 2011; Regulator of G-protein signaling 4 (Homo sapiens), P49798; Transcreener GDP fluorescence polarization, RGS4-accelerated GTP hydrolysis; further: potency means the concentration at half of the fitted maximal effect; on the % scale 0 is the no-effect control and ±100 the full control effect; nearly all actives have a fitted effect of over 75% in size; some results filed as inactive show a strong effect at the top dose
Target sequence (P49798 whole entry, looked up): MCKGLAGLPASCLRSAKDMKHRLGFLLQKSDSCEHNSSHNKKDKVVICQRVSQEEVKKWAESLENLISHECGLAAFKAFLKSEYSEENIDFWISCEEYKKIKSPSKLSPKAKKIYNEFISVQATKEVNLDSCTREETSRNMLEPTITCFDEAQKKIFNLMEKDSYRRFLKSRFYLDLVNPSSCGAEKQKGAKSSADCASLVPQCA
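MLSMR compounds (23 nl, pin-transferred) preincubated 10 min at room temperature with a 500nM (2x) first reagent, then RGS4 at 900nM (2x) plus Transcreener GDP mix added; fluorescence polarization (620/688 nm) read before and after 90 min at 30 °C.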
USP1 inh = Inhibitors of USP1/UAF1: Primary Screen; Potency, µM (doses to about 57.1 µM), without a hit: at the highest dose activity change, negative = inhibition, most hits filed as inhibitors; AID 743255, 2014; recombinant USP1/UAF1, Ub-Rhodamine cleavage fluorescence; actives 0.23% (n = 390,000); Ubiquitin carboxyl-terminal hydrolase 1 (Homo sapiens), O94782; further: potency means the concentration at half of the fitted maximal effect; on the % scale 0 is the no-effect control and ±100 the full control effect; nearly all actives have a fitted effect of over 60% in size; inactives centre near -12
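Step one: compound is pinned into 1nM USP1/UAF1 in HEPES pH 7.8 buffer with TCEP. Step two: 15 min room-temperature incubation. Step three: Ub-Rho (150nM final) starts cleavage, tracked by fluorescence over six one-minute reads.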
Vif-APOBEC3F blk = qHTS for Inhibitors of Vif-A3F Interactions: qHTS; Potency, µM (titrated, usually from 46.1 µM), for the others: top-dose activity, negative = active; AID 602313, 2012; actives 0.2% (n = 390,000); HeLa A3F-eYFP + Vif (tagged APOBEC3F with the HIV-1 protein that degrades it), YFP fluorescence increase; further: potency means the concentration at half of the fitted maximal effect; % of control where 0% means no effect; nearly all actives have a fitted effect of over 65% in size
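HeLa cells stably expressing A3F-eYFP plus Vif, plated and incubated overnight at 37 deg C, then exposed to compounds overnight at 37 deg C. Blocked degradation read as raised yellow fluorescence (Ex 488/Em 500-530).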
mIDH1 inhibitor = qHTS for Inhibitors of mutant isocitrate dehydrogenase 1 (IDH1): qHTS. Isocitrate dehydrogenase [NADP] cytoplasmic (Homo sapiens), O75874. IDH1-R132H enzyme, NADPH consumption, diaphorase/resazurin fluorescence. Potency, µM (top dose mostly 76.6 µM), inactives show top-dose activity change, negative = inhibition, actives largely listed as inhibitors. actives 0.093% (n = 390,000); further: potency means the concentration at half of the fitted maximal effect; on the % scale 0 is the no-effect control and ±100 the full control effect; nearly all actives have a fitted effect of over 65% in size
Target sequence (O75874 whole entry R132H, stated change not applied): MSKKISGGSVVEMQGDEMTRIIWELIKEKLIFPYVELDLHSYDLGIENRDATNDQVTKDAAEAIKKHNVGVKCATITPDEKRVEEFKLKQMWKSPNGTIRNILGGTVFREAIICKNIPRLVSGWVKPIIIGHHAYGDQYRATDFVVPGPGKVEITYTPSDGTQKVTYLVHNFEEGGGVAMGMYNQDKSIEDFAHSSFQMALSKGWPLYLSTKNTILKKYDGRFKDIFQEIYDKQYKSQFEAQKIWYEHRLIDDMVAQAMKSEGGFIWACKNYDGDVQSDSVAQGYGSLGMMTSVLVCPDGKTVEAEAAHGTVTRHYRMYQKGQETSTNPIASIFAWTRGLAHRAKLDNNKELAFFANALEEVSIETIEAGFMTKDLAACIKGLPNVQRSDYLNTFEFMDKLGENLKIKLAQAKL
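IDH1-R132H (0.5 ug/mL dispensed) in pH 7.5 Tris buffer was preincubated 30 min with compound, then given a substrate mix of 0.016 mM NADPH and 2 mM alpha-KG for 80 min at room temperature; remaining NADPH was read by diaphorase/resazurin fluorescence.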
TrxR1 inh = qHTS Assay for Inhibitors of Mammalian Selenoprotein Thioredoxin Reductase 1 (TrxR1): qHTS. recombinant rTrxR1, NADPH fluorescence consumption, selenite substrate. Potency, µM (highest dose often 114 µM), for the others: top-dose activity change, negative = inhibition, actives largely listed as inhibitors. actives 1% (n = 390,000). AID 588453, 2011; further: potency means the concentration at half of the fitted maximal effect; on the % scale 0 is the no-effect control and ±100 the full control effect; nearly all actives have a fitted effect of over 65% in size
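Rat TrxR1 (90 nM in the dispensed reagent) was pre-reduced with 400 uM NADPH for 5 min at room temperature, then incubated with compound for 15 min. After 400 uM selenite was added, NADPH fluorescence (Ex 340/Em 450 nm) was followed for 8 min.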
TrxR1 substrate = qHTS Assay for Substrates of Mammalian Selenoprotein Thioredoxin Reductase 1 (TrxR1): qHTS. purified TrxR1 substrate turnover, NADPH consumption readout. actives 0.01% (n = 390,000). AID 588456, 2011. Potency, µM (series often up to 114 µM), for the others: top-dose activity change, negative = substrate turnover. Thioredoxin reductase 1, cytoplasmic (Rattus norvegicus), O89049; further: potency means the concentration at half of the fitted maximal effect; on the % scale 0 is the no-effect control and ±100 the full control effect; nearly all actives have a fitted effect of over 50% in size
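Rat TrxR1, dispensed at 90 nM, was prereduced with 400 uM NADPH (final) for 5 min at ~22 deg C, then incubated with compound 15 min before 400 uM selenite. A first-read NADPH fluorescence drop versus no-compound background flagged substrates.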
Vif-A3G inh = qHTS for Inhibitors of Vif-A3G Interactions: qHTS; HeLa A3G-eYFP + Vif (tagged APOBEC3G with the HIV-1 protein that degrades it), YFP fluorescence, overnight; actives 0.076% (n = 410,000); AID 602310, 2012; Potency, µM (titrated, usually from 46.1 µM), inactives show top-dose activity, negative = active, actives largely listed as inhibitors;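 further: potency means the concentration at half of the fitted maximal effect; on the % scale 0 is the no-effect control and ±100 the full control effect; nearly all actives have a fitted effect of over 60% in size; hits raise eYFP signal because A3G escapes Vif-driven loss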
Target sequence (Q9HC16 whole entry, looked up): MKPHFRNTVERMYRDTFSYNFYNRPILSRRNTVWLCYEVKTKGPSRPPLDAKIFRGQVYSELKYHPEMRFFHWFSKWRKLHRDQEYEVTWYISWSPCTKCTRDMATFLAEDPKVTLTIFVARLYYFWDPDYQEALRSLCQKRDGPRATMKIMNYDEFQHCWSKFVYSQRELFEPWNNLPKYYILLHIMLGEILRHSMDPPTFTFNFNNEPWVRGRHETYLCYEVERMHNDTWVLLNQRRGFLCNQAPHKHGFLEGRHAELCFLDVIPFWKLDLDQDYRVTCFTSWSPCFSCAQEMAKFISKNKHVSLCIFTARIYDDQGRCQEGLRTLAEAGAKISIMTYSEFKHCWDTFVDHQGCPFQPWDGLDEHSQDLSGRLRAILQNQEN
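Read-out is eYFP fluorescence (Ex 488/Em 500-530) from Vif-expressing HeLa A3G-eYFP cells; more signal means A3G escaped Vif-mediated degradation. Cells plated overnight, compound pinned in, incubated overnight at 37 deg C.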
Glioma ERSR ind = qHTS for Inducers of the Endoplasmic Reticulum Stress Response (ERSR) in Human Glioma: qHTS. U87-MG GRP78 promoter luciferase reporter, 16 h. actives 0.02% (n = 420,000). Potency, µM, inactives show top-dose activation, usual class: activators; further: potency means the concentration at half of the fitted maximal effect; series mostly up to about 76 µM; % of control where 0% means no effect; nearly all actives have a fitted effect of over 35% in size
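Stably transfected U87-MG glioma cells carrying a GRP78-based luciferase sensor; 16 h compound incubation. Luminescence end-point read 10 min after Bright-Glo addition at room temperature.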
LDHA inh = qHTS assay for inhibitors of human lactate dehydrogenase. L-lactate dehydrogenase A chain (Homo sapiens), P00338. purified LDHA, NADH/diaphorase-resazurin fluorescence; stronger effect = lower value. activity change, % (values are at about 110 or 230 µM). actives 0.15% (n = 480,000); in the data active means activity change below about -30%; inconclusive means mostly about -25% to -30%;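 further: plate controls were DMSO wells for no effect and wells without enzyme for full effect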
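Remaining NADH was detected by diaphorase (0.133 mg/mL) converting 37 µM resazurin to fluorescent resorufin, read at 0 and 20 minutes. The preceding 5-minute room-temperature reaction used 2 nM LDHA, 0.2 mM sodium pyruvate and 0.06 mM NADH at pH 7.4.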
Starred values were filed as active, the others as inactive; ? = inconclusive; . = not tested or not shown; & = joins results of further samples; [ ] = another dose, or the depositor's remark. Unless noted, the call rests on the fitted dose curve; in most records, active means well fitted curve in the direction sought with a large enough effect; inconclusive means small, poorly fitted or top-dose-only effect, or another doubt; inactive means no such curve, though single readings can be large; an effect the other way counts as inactive or inconclusive.

SMILES	RGS4 inhibitor	USP1 inh	Vif-APOBEC3F blk	mIDH1 inhibitor	TrxR1 inh	TrxR1 substrate	Vif-A3G inh	Glioma ERSR ind	LDHA inh
O=C1c2cccnc2C(=O)N1c1cccc([N+](=O)[O-])c1	20%	-11%	8%	9%	18%	-2%	0%	-12%	3
CC(C)N(CCc1ccncc1)C(=S)Nc1ccc(F)c(Cl)c1	-9%	-21%	-1%	5%	2%	7%	-14%	-4%	-6
COc1ccc(C2=NC(c3ccncc3)=Nc3ccc(OC)cc3N2)cc1	3%	-4%	-4%	-4%	-12%	-11%	-21%	-4%	0
O=C(NCCS(=O)(=O)NC1CCCCC1)c1ccc2c(c1)OCO2	10%	-16%	6%	5%	-4%[57.1 µM]	-5%[57.1 µM]	2%	-4%	-3
CC(=O)Nc1ccc2sc(NC(=O)CN3CCOCC3)nc2c1	-8%	-10%	1%	-8%	4%	-1%	-2%	-2%	-2
O=c1c(N2CCc3ccccc3C2)csc2ccccc12	-49%	-10%	6%	9%	4%[57.1 µM]	1%[57.1 µM]	-11%	1%	6
Cc1ccc(-c2ccc(=O)n(CC(=O)NCCc3ccc(Cl)cc3)n2)cc1	19%	18%	0%	-7%	6%[57.1 µM]	-6%[57.1 µM]	-3%	-2%	1
CC1CCN(CCNC(=O)C2CCCN(S(=O)(=O)c3cccc4nsnc34)C2)CC1 (stereo not given)	-10%	-23%	4%	0%	6%	3%	-1%	-2%	-2
O=C(O)CSc1nc2sc3c(c2c(=O)n1-c1ccccc1)CCC3	-3%	-5%	-11%	-2%	-10%	-6%	-4%	-1%	-1
Cc1ccn2c(NCc3ccco3)c(-c3ccccc3)nc2c1	-31%	.	.	.	-36%	26%	.	.	2
Cc1ccc(CN2CC(C(=O)N(C)CC(=O)Nc3cccc(F)c3)CC2=O)cc1 (stereo not given)	3%	-21%	3%	4%	11%	0%	-2%	-6%	-12&-3
CCOC(=O)Nc1nnc(/C=C/c2ccc(OC)cc2)s1	16%	-25%	-4%	5%	10%[57.1 µM]	17%[57.1 µM]	0%	3%	2
O=C(O)C1C2C=CC(C2)C1C(=O)NCc1ccccc1 (stereo not given)	3%	-7%	-10%	-11%	-5%[57.1 µM]	3%[57.1 µM]	0%	2%	-2
COc1ccc(CNC(=O)c2cc3c(=O)n(Cc4cccnc4)ccc3nc2C)cc1	17%	-1%	1%	-9%	20%[57.1 µM]	13%[57.1 µM]	2%	-4%	-9
COc1ccc2c(C=O)c[nH]c2c1	-2%	-23%	8%	1%	4%[57.1 µM]	5%[57.1 µM]	3%	0%	-6
O=c1c(Cl)c(N2CCN(c3ccccc3)CC2)cnn1C12CC3CC(CC(C3)C1)C2	-51%	-9%	-1%	2%	-33%	-14%	3%	-3%	-4
CC(C)(C)c1nc(CN2CCOCC2)cc(CN2CCOCC2)c1O	-5%	-17%	-2%	12%	-8%[57.1 µM]	11%[57.1 µM]	1%	1%	2
O=S(=O)(O/N=C1\CCCc2ccccc21)c1ccccc1	5%	-19%	0%	10%	15%	5%[57.1 µM]	3%	-3%	-4
Cc1nn(CCCC(=O)Nc2ccc(Br)cc2F)c(C)c1[N+](=O)[O-]	27%	-13%	2%	-1%	5%	-1%	-9%	-3%	-13
Cc1ccc(-c2[nH]ncc2/C=N/n2c(C)nc3ccccc3c2=O)cc1	?	?	1%	15%	12%[57.1 µM]	4%[57.1 µM]	1%	-3%	1
Cc1cccc(N2C(=O)N(c3ccccc3C)C3CS(=O)(=O)CC32)c1 (stereo not given)	-7%	-12%	3%	10%	16%[57.1 µM]	-7%	-5%	0%	4
Cc1ccc(CNC(=O)C2CCCN(C(=O)Nc3ccc(F)cc3)C2)cc1 (stereo not given)	-12%	-8%	8%	27%	14%[57.1 µM]	8%[57.1 µM]	1%	-6%	-8
N/C(=N\OC(=O)C1CCCCC1)c1ccccn1	4%	0%	-1%	0%	13%	-2%	1%	4%	-7
CCOc1ccc(/C(O)=C2/C(=O)C(=O)N(c3ccccn3)C2c2ccc(Cl)cc2)c(C)c1 (stereo not given)	4%	-13%	13%	-5%	?	-12%	-1%	-4%	-8
CC(C)CNS(=O)(=O)c1ccc(CCC(=O)NCCC2=CCCCC2)cc1	14%	-13%	16%	-6%	19%	-6%	1%	-3%	-2
CC(=O)C1C(c2cccc(F)c2)NC(=O)NC1(O)C(F)(F)F (stereo not given)	5%	-14%	-13%	14%	8%	6%	2%	-5%	2
CC1(C(=O)NC2CCCCCCC2)CCC(=O)N1Cc1ccco1 (stereo not given)	30%	6%	-14%	7%	13%	11%	3%	-4%	-12
O=C(Nc1nnc(-c2ccco2)o1)c1ccc([N+](=O)[O-])s1	-1%	-20%	-17%	3%	?	-1%[57.1 µM]	-14%	-3%	-9
CCCC12CN(C(=O)c3ccc([N+](=O)[O-])cc3)CC(C)(CN(C(=O)c3ccc([N+](=O)[O-])cc3)C1)C2=O	-2%	0%	-6%	9%	30%[57.1 µM]	9%[57.1 µM]	1%	-3%	-5
Cc1cccc(C)c1OCC(O)Cn1nnc2ccccc21 (stereo not given)	-8%	-18%	-2%	14%	19%[57.1 µM]	-3%[57.1 µM]	-3%	-2%	-1
Cc1ccccc1OCC(=O)OCC(=O)NC1CCCC(C)C1C (stereo not given)	.	1%	0%	-2%	.	.	0%	-1%	-11
Cc1cc2oc(=O)cc(CN3CCN(Cc4ccccc4)CC3)c2cc1C	16%	-12%	-7%	-3%	6%	0%	-2%	-1%	-6
COc1ccccc1C1CC(=O)Nc2c1c(=O)n(C)c(=O)n2C (stereo not given)	3%	-9%	2%	-4%	20%	6%	0%	-4%	-1
Cc1c(Cl)cccc1NC(=O)CNC(=O)Cc1n[nH]c(=O)c2ccccc12	11%	-6%	9%	0%	7%[57.1 µM]	-5%	-1%	-1%	-10
COC(=O)c1[nH]c2c(c1C)C(=O)CCC2	21%	-4%	1%	1%	8%	8%	1%	0%	1
CCCn1nnc(NC(=O)Cc2ccc(Cl)cc2)n1	17%	-13%	-2%	0%	11%	7%	-3%	0%	2
CCOc1ccccc1CNC(=O)c1cnc2sc(N(CC)CC)nn2c1=O	18%	-7%	2%	-14%	11%[57.1 µM]	25%[57.1 µM]	0%	-3%	-16
CCOc1ccc(NC(=O)c2c(NC(=O)c3cccc(C)c3)sc3c2CCC3)cc1	22%	-16%	-7%	3%	-8%	9%	-2%	0%	-5
Cc1cc(=O)n2[nH]c(-c3ccc(F)cc3)cc2n1	15%	-1%	2%	-7%	1%	28%	-1%	4%	0
C=CCN1C=C2C(=O)C(C)(OC(=O)C3CCCC3)C(=O)C=C2C=C1c1ccsc1 (stereo not given)	-3%	-10%	11%	11%	-1%[57.1 µM]	-9%	-1%	0%	14
O=C(NC(=S)Nc1cccc2c(O)cccc12)c1ccco1	?	?	-3%	9%	-32%	6%	-8%	-2%	4
N#Cc1ccccc1CCN1C(=O)c2ccccc2C1=O	2%	-23%	10%	3%	17%	6%	1%	2%	1
C/C(=N\NC(=O)CC1(C)OCCO1)c1cccs1	30%	0%	-17%	6%	-3%	-10%	1%	0%	-14
COCc1ccc(C(=O)N2CCCC(Nc3ccc4c(c3)OCCO4)C2)o1 (stereo not given)	-21%	-18%	2%	6%	2%	4%	2%	0%	11
Cc1ccc(S(=O)(=O)NCc2csc(C)n2)c(C)c1	-22%	3%	-12%	1%	10%	2%	-9%	-4%	0
COc1ccc(CC(=O)NNc2ncnc3c2cnn3C)cc1OC	10%	-12%	-13%	-3%	-5%	-4%	-1%	-5%	-7
Cc1nc2nc(NC(=O)c3ccc(Cl)cc3)[nH]n2c(=O)c1Cc1ccccc1	18%	12%	6%	-10%	20%	4%	2%	-3%	-4
O=C(Nc1ccccc1)c1ccc(CN2CCC(Cc3ccccc3)CC2)cc1	8%	-17%	.	2%	2%	-2%	0%	-8%	-4
CCc1nn2c(NCCCO)cc(C)nc2c1-c1ccc(F)cc1	11%	-20%	2%	-5%	23%	-1%	0%	-1%	-1
COc1cc(C2CC(=O)c3c(ccc4ccccc34)N2)ccc1O (stereo not given)	-29%	-12%	-12%	2%	-4%	-2%[0.0914 µM]	-6%	-3%	11

This is a subset. The share of hits here may be higher or lower than overall.
